# pCIP destab = p/CIP-EGFP fusion destabilizers, primary screen, fluorescence, F442A cells; Q05BA5; 16 h; decrease of EGFP signal, % at 10 µM; hit rate 0.01% among 290,000; AID 1984, 2009;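 active = EGFP signal decrease of at least 30% at 10 µM or well 3 SD below plate mean, unless failing retest; inactive = the rest, including hits failing retest or dose response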; note: some compounds called inactive have numbers as strong as hits; many of its hits are not listed in these tables
# IMP-1 inhibitor = IMP-1 metallo-beta-lactamase inhibitors, primary screen, biochemical, epi-absorbance readout, Pseudomonas aeruginosa enzyme. purified IMP-1, nitrocefin hydrolysis, epi-absorbance fluorescence. metallo-beta-lactamase IMP-1 (Pseudomonas aeruginosa). AID 1556, 2009. inhibition, % at 5.6 µM. hit rate 0.45% among 290,000;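 active = inhibition above the mean plus 3 SD of all compounds in the same screening run, cut at about 4.5% in these data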;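 note: 0% = IMP-1 with DMSO and 100% = DMSO wells lacking enzyme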
#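 Assay system: purified recombinant IMP-1 beta-lactamase. Input: IMP-1 0.2 nM before substrate addition. Buffer or medium: Zinc- and detergent-supplemented HEPES buffer, pH 7.1. Schedule: 25 °C, 15 min preincubation, 25 min reaction. Signal: Epi-absorbance fluorescence, 480 nm excitation, 530 nm emission. Evaluation: percent inhibition from optical density relative to buffer-blank wells.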
# IDE cell activ = human IDE activators in live cells, primary screen, fluorescence polarization, HEK cells, FAbeta-B substrate; activation, % at 5.96 µM; Insulin-degrading enzyme (Homo sapiens), P14735; FAbeta-B cleavage; 0% vehicle, 100% cell-free pure enzyme wells; hit rate 0.073% among 340,000;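 active = activation above the mean of all tested compounds plus 3 SD, set per screening campaign, cut at about 17% in these data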
# UBC9 SUMO inh = inhibitors of in vitro SUMOylation cascade, primary screen, biochemical, HTRF, uHTS. inhibition, % at 35 µM. hit rate 0.36% among 290,000. HTRF SUMOylation assay, SAE1/SAE2 + UBC9; in the data active = inhibition above about 50%, passing the limit was not always enough; note: strong numbers were not always called active
# Target sequence (P63279 whole entry, looked up): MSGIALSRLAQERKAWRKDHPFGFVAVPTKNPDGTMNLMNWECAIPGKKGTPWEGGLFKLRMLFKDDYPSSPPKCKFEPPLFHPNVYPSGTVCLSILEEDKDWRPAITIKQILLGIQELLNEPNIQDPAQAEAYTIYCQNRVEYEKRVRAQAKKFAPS
# FID counter = compounds displacing fluorescent DNA intercalator, primary screen, artefact control for HCV NS3 helicase inhibitor project, biochemical, FID fluorescence; AID 1845, 2009; inhibition, % at 7.9 µM; DNA fluorescent intercalator displacement; hit rate 0.17% among 290,000; in the data active = inhibition above about 37%;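 note: 0% = vehicle and 100% = reference compound; higher means more ethidium bromide displaced from hairpin DNA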
# PHOSPHO1 block = PubChem AID 1565 | Phosphoethanolamine/phosphocholine phosphatase (Homo sapiens), Q8TCT1 | recombinant PHOSPHO1, absorbance phosphatase assay | inhibition, % at 13.3 µM | hit rate 1.1% among 290,000; in the data active = inhibition above about 60%
# Target sequence (Q8TCT1 whole entry, looked up): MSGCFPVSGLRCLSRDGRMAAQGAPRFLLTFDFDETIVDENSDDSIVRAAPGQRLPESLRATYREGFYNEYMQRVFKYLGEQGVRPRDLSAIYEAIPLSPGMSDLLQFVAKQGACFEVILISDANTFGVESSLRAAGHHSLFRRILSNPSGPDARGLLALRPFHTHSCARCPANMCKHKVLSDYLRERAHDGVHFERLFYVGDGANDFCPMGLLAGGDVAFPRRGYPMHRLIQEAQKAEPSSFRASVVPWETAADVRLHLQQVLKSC
# VIM-2 inhibitor = VIM-2 metallo-beta-lactamase inhibitors, primary screen, biochemical, epi-absorbance readout, Pseudomonas aeruginosa enzyme; purified VIM-2, nitrocefin hydrolysis, epi-absorbance fluorescence; inhibition, % at 5.6 µM; AID 1527, 2009; hit rate 0.89% among 290,000;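 active = inhibition above the mean of all tested compounds plus 3 SD, cutoff set per screening run, cut at about 7.5% in these data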;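 note: red hydrolysis product quenches plate fluorescence so inhibitors raise well fluorescence; 0% = enzyme with DMSO and 100% = DMSO without enzyme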
# NS3 helicase inh = inhibitors of HCV NS3 helicase, primary screen, biochemical, Cy5 molecular beacon fluorescence; Hepatitis C virus NS3 helicase; NS3 helicase DNA unwinding; inhibition, % at 10.9 µM; hit rate 0.56% among 290,000; AID 1800, 2009;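 active = inhibition above the mean of all tested compounds plus 3 SD, set per campaign, cut at about 35% in these data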;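 note: 0% = DMSO wells and 100% = thioflavine S control wells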
#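 System: Hepatitis C virus NS3 helicase domain fragment enzyme | Reagent: Annealed dual-labelled DNA beacon duplex, ATP-started | Compound dosing: 10.9 µM single point, 0.8% DMSO | Incubation: 1 h reaction at 25 °C, ATP-initiated | Technique: Cy5 fluorescence | Evaluation: Percent inhibition from t60/t0 fluorescence ratio | Benchmarks: Low DMSO, high thioflavine S at 110 µM | Replication: Singlicate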
# MEKK3 PB1 HTS = modulators of MEKK3-MEK5 PB1 binding, primary screen, biochemical, wildtype MEKK3, multiplex bead flow cytometry, Alexa488-MEK5 | Mitogen-activated protein kinase kinase kinase 3 (Homo sapiens), Q99759 | bead-based flow cytometry, Alexa488-MEK5 binding to MEKK3; actives lie on both sides; 0 = blocked by unlabeled MEK5, 100 = vehicle | binding response (% of control), % at 10 µM | hit rate 1.4% among 290,000;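 active = binding response more than 3 SD above or below the average of its plate-row segment, actives on both sides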;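 note: Alexa488 bead fluorescence after subtracting the streptavidin-only scavenger bead signal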
# Target sequence (Q99759 whole entry, looked up): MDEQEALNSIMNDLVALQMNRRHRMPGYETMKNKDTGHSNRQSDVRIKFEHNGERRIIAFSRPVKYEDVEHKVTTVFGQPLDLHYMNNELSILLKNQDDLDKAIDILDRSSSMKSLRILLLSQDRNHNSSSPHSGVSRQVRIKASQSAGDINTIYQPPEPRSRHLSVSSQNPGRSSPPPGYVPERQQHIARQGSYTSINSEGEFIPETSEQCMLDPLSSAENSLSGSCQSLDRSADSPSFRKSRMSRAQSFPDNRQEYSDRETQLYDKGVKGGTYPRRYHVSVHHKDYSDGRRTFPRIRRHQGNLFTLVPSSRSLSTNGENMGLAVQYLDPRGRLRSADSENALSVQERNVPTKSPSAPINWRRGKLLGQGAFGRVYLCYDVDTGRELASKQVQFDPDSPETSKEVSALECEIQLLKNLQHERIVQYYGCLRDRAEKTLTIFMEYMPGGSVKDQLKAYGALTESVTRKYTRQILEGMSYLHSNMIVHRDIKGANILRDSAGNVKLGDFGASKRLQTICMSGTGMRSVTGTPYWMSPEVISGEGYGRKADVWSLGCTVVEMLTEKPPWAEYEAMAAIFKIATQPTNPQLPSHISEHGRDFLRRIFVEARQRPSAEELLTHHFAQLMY
# * hit, by the source's call; . = no result given; [ ] = remark or other dose.
SMILES,pCIP destab,IMP-1 inhibitor,IDE cell activ,UBC9 SUMO inh,FID counter,PHOSPHO1 block,VIM-2 inhibitor,NS3 helicase inh,MEKK3 PB1 HTS
C/C(=N\Nc1ccc(Cl)c(C(=O)O)c1)c1cccs1,-12,-0.8,-1,37,-7,-10,1.8,15,81
Cn1c2ccccc2c2c(C(=O)N3CCN(c4ccccn4)CC3)cn(C3CCCC3)c(=O)c21,3,-3.0,-8,-20,-36,7,-3.9,-5,103
COc1cc(/C=N/NC(=O)Cc2nnc(N)s2)cc(OC)c1OC,7,-2.1,-2,-5,-10,33,-4.6,8,94
CCOC(=O)c1ccc(NC(=O)C(C)NS(=O)(=O)c2ccc(OC)cc2)cc1 (stereo not given),5,-3.3,1,23,-10,-28,-0.8,-1,97
Cc1cc([N+](=O)[O-])ccc1NC(=S)NC(=O)C(c1ccccc1)c1ccccc1,2,-2.1,-2,-22,2,29,-4.3,0,104
C/C(=N\O)C(C)(C)Nc1ccc(Cl)cc1,-1,-1.5,6,10,-2,17,-1.4,-6,89
S=C1NNC2(NN1)C1CC3CC(C1)CC2C3,-1,-3.5,-2,4,-3,16,-2.5,-2,91
CC(=O)NCCOc1cccc2cccnc12,-1,-3.3,-1,18,2,6,-3.5,4,97
CCOC(=O)c1c(NC(=O)OC)sc(C(=O)N(CC)CC)c1C,-2,-1.7,-3,12,-36,41,-2.6,2,101
COc1ccc(C(=O)CSc2n[nH]c(=O)n2Cc2ccco2)cc1,10,-2.5,3,-11,-9,28,-0.3,-4,105
CC(C)=CCN1CCN(Cc2nc(-c3ccccc3)cs2)CC1CCO (stereo not given),-8,0.3,2,-23,5,48,0.4,2,105
CC1CCCCN1CCNC(=O)CCc1nnc2n(Cc3ccccc3)c(=O)c3ccccc3n12 (stereo not given),1,-3.6,-9,1,10,39,2.6,-13,100
COc1ccc(CCNC(=O)CCc2ccc(OC)cc2)cc1,-5,0.3,-1,18,-12,38,-0.4,1,104
CCc1nnc(NC(=O)CSc2nncc(=O)n2N)s1,-18,0.2,3,-9,-5,9,-3.6,-7,101
COc1cc2c(cc1NC(=O)c1cc(-c3ccccn3)nc3ccccc13)oc1ccccc12,-11,-3.5,-5,12,3,12,-1.4,-4,92
OCc1cc(-c2ccc(Cl)c(Cl)c2)on1,-11,1.0,6,-3,-1,38,-2.1,-8,97
Cc1ccccc1OCCNc1ccc(C(F)(F)F)cc1[N+](=O)[O-],-2,-2.4,2,9,-1,41,-6.1,4,99
C[C@H](NC(=O)c1[nH]cnc1C(=O)Nc1ccc(CNC(=O)OC(C)(C)C)cc1)C(=O)OC(C)(C)C,-7,.,5,-29,.,34,.,.,95
O=C(CSc1nc(C2CCCCC2)nc2ccccc12)NCc1ccco1,-10,-1.1,11,18,-25,41,-3.3,-5,2.0*[inhibitor]
CCCCOc1ccc(N2C(=O)CC(NCc3ccncc3)C2=O)cc1 (stereo not given),11,-1.9,-4,9,-16,18,-2.6,2,100
COCC(C)NC(=O)c1cc(-c2cccc(OC)c2)on1 (stereo not given),-15,-3.3,3,23,-8,16,-0.8,-2,.
O=C(CCCc1nc2ccccc2s1)N1CCN(S(=O)(=O)c2cccs2)CC1,-12,-2.3,-4,8,-22,16,-2.1,2,103
Cc1ccc(-n2cc(CN3CCC(CO)(Cc4ccccc4)CC3)cn2)cc1,-7,-0.9,.,8,24,24,-1.0,-40,89
Cc1ccc2c(c1)C1C3CCC(C3)C1S(=O)N2 (stereo not given),-1,0.5,3,-8,-10,-5,1.2,2,80
O=C1CC(=O)CC(c2ccccc2)C1,6,-5.1,7,16,-7,-13,-3.6,8,101
# Following part
SMILES,pCIP destab,IMP-1 inhibitor,IDE cell activ,UBC9 SUMO inh,FID counter,PHOSPHO1 block,VIM-2 inhibitor,NS3 helicase inh,MEKK3 PB1 HTS
COc1ccc(NC2CCN(C3CC(=O)N(c4ccc(F)c(Cl)c4)C3=O)CC2)cc1 (stereo not given),-3,0.3,-3,9,-12,-5,-2.7,10,103
COc1cc(C2C(=O)N(C3CCCC3)CC(=O)N2Cc2ccco2)ccc1OC(C)C (stereo not given),-1,-3.1,-11,-4,-19,22,-1.6,0,102
Cn1c(=O)n(C)c2cc(NS(=O)(=O)c3ccc(C(C)(C)C)cc3)ccc21,-29,-0.7,0,-10,-21,30,-0.8,-3,96
CCC1(c2ccccc2)NC(=O)N(CC(=O)N(C)Cc2ccccc2)C1=O (stereo not given),3,-0.8,5,-2,-29,22,-1.0,3,93
CCN(CC)S(=O)(=O)c1cc(C(=O)Oc2ccccc2OC)ccc1OC,0,-5.3,0,10,-22,-4,-1.7,-14,102
NC(=O)c1ccccc1NC(=O)COc1ccc2c(c1)OCO2,0,-0.4,7,-1,-7,28,-4.4,0,103
CCOc1cc2[nH]c(=S)n(CCC(=O)NCc3ccco3)c(=O)c2cc1OCC,-9,-3.1,6,26,-9,1,-0.4,0,100
CCc1nnc(NC(=O)c2ccc(Cl)nc2)s1,4,-4.0,5,-4,-1,6,-3.7,0,100
O=C(NCc1ccc(F)cc1)C1CC(=O)N(C2CCCCC2)C1 (stereo not given),-6,-6.2,-1,2,-22,40,-1.6,10,102
Cc1ccc(NS(=O)(=O)c2ccc(C3CCCCC3)cc2)cc1,-4,-1.3,4,-25,-11,6,-3.9,1,107
O=C1NC2(CCCCCCC2)C(=O)N1Cc1ccc(F)cc1,-18,-2.4,-1,25,-13,37,-2.8,-5,101
CCCS(=O)(=O)n1nc(-c2ccc(OC)cc2OC)cc1N,-3,-1.3,9,12,-2,2,0.4,1,.
COc1ccc(CCNC(=O)CCCCCn2c(SCC(N)=O)nc3cc4c(cc3c2=O)OCO4)cc1OC,-12,-3.7,4,17,-4,-14,-1.3,-1,108
O=C(c1ccc(Cl)c(Cl)c1)N1CCC(=O)N(C(COCc2cccc(C(F)(F)F)c2)Cc2ccccc2)CC1 (stereo not given),-25,-4.6,4,-14,-40,4,-1.3,-10,98
COc1ccc(NC(=O)C2C(=O)NC3(C)CC2c2ccccc2O3)cc1 (stereo not given),-5,-1.7,5,34,-12,-4,-2.5,-1,88
CSc1ccccc1C(=O)C1CCCN(C(=O)CCc2cccnc2)C1 (stereo not given),-22,-3.8,0,3,-19,53,1.1,1,113
COC(=O)c1ccccc1NC(=O)CSc1nncn1C,8,-1.9,6,-3,0,37,-1.6,6,96
CC(C)C(=O)NC(=S)Nc1ccccc1C(=O)Nc1ccccc1,-2,19*,1,-9,-6,-19,-2.9,14,91
CCOC(=O)c1ccc(NC(=O)CSc2n[nH]c(-c3ccncc3)n2)cc1,2,-5.0,-13,0,-6,49,4.4,-8,100
CCN(CC)S(=O)(=O)c1ccc(-c2nnc(SCC(=O)Nc3cc(OC)cc(OC)c3)o2)cc1,-3,-0.2,6,6,-12,8,-4.0,-4,104
CCOC(=O)c1c(-c2ccc(OC)cc2)csc1/N=C/C1=C(O)CCCC1=O,-7,2.4,-4,-2,-19,12,0.1,22,103
COc1ccc(C2=NCCn3cccc32)c(OC)c1,-10,-0.4,1,7,0,-11,-2.0,11,101
O=C(CCNS(=O)(=O)c1cccc2nonc12)Nc1ccc(Cl)cc1,-1,-2.2,-2,6,2,18,-1.0,-2,103
O=[N+]([O-])c1ccc(SCCc2ccccn2)cc1,-10,-2.4,8,-12,0,42,-2.2,8,89
CC(NC(=O)c1ccc(C23CC4CC(CC(C4)C2)C3)cc1)C(=O)O (stereo not given),0,-2.2,3,9,-41,-7,-1.8,0,100

# Reprinted at random: three compounds from above
SMILES,pCIP destab,IMP-1 inhibitor,IDE cell activ,UBC9 SUMO inh,FID counter,PHOSPHO1 block,VIM-2 inhibitor,NS3 helicase inh,MEKK3 PB1 HTS
COc1ccc(CCNC(=O)CCCCCn2c(SCC(N)=O)nc3cc4c(cc3c2=O)OCO4)cc1OC,-12,-3.7,4,17,-4,-14,-1.3,-1,108
CCOc1cc2[nH]c(=S)n(CCC(=O)NCc3ccco3)c(=O)c2cc1OCC,-9,-3.1,6,26,-9,1,-0.4,0,100
CCc1nnc(NC(=O)c2ccc(Cl)nc2)s1,4,-4.0,5,-4,-1,6,-3.7,0,100

# (more compounds)
SMILES,pCIP destab,IMP-1 inhibitor,IDE cell activ,UBC9 SUMO inh,FID counter,PHOSPHO1 block,VIM-2 inhibitor,NS3 helicase inh,MEKK3 PB1 HTS
O=c1cc(-c2ccccc2)c2cc(Cl)ccc2[nH]1,-3,-1.1,-2,6,-11,33,-2.4,3,113
CC1CCN(c2nncc3ccccc23)CC1,-8,0.9,-3,21,-9,15,1.4,4,104
CC1CCCN(C(C(=O)NC2CCCCC2)c2cc3c(cc2[N+](=O)[O-])OCO3)C1 (stereo not given),-15,-0.8,5,-3,-11,2,-2.4,17,99
COCCNC(=O)CCCn1c(=O)c2cc(OC)c(OC)cc2n(CC(=O)Nc2ccc(F)cc2)c1=O,11,-2.9,6,-19,-3,-10,-1.8,3,102
O=[N+]([O-])c1cccc(-c2ccc(CN3CCN(c4ccccc4)CC3)o2)c1,1,-0.4,-2,-9,3,36,-1.8,1,104
Cc1ccc(CC(NC(=O)c2ccccc2)C(=O)NC(CC(C)C)C(=O)O)cc1 (stereo not given),0,-1.8,-2,-2,-34,-23,-0.8,7,96
Cc1ccc2nc(Nc3ccc(Cl)cc3)c3nncn3c2c1,4,-3.7,-1,15,-19,.,-1.3,-1,98
Cc1c(C(=O)OCC(=O)N2C(C)CCCC2C)oc2ccccc12 (stereo not given),-21,-5.5,-2,5,-35,38,-5.5,8,100
O=[N+]([O-])c1ncccc1OCc1ccc(Cl)c(Cl)c1,-14,-2.6,-3,0,9,10,-2.7,4,97
CCN(CC)S(=O)(=O)c1cccc(NC(=O)COC(=O)CCC(=O)c2cccs2)c1,-3,-2.1,6,-5,-10,73*,-1.6,1,110
Cc1cc(N/C=C/C(=O)c2ccccc2)ccc1Br,-7,-1.2,3,-1,-5,14,0.9,4,105
CC(=O)c1ccc([N+](=O)[O-])c(CS(=O)(=O)c2ccccc2)c1,-3,-0.9,0,22,-4,19,-1.5,1,108
CCOC(=O)NC(Nc1nnc(SCC)s1)(C(F)(F)F)C(F)(F)F,0,-0.3,0,-8,-1,6,-0.9,4,100
CCN1CC(c2ccccc2)C(c2ccc(Cl)cc2)=N1 (stereo not given),-7,-0.7,-2,-13,-2,-5,1.0,-1,94
COc1cc(NC(=O)COc2ccccc2)ccc1NC(=O)c1ccco1,0,-0.8,3,6,-28,-24,-3.3,-12,98
Cc1ccc(NC(=O)C2CCCN2C(=O)Oc2ccccc2)c(C)c1 (stereo not given),5,-2.2,-2,-9,-2,9,-1.1,1,108

# Source: PubChem BioAssay

# Only part of the results is shown; the hit share may differ from the screen's.
